mIAP block – inhibitors of mouse IAP, primary screen, biochemical, luminescence, uHTS; intestinal alkaline phosphatase [Mus musculus]; purified mouse IAP, CDP-Star luminescence, 30 min; inhibition, % at 10 µM; 330,000 tested, 0.2% active;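 active = inhibition of at least 40% at 10 µM in the primary screen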;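 also: plate controls were DMSO with enzyme for no effect and no enzyme wells for full effect; values of inactives mirror those of a sister screen read the other way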
mIAP activ – activators of mouse IAP, primary screen, biochemical, luminescence, uHTS; intestinal alkaline phosphatase [Mus musculus]; muIAP, CDP-Star luminescence, 30 min; stronger effect = higher value; 1 = vehicle-only enzyme signal, 0 = enzyme-free wells; activation factor at 10 µM; 330,000 tested, 0.24% active; AID 2805, 2010;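 active = activation factor of at least 2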; also: the source names both 10 and 20 µM as test concentration; values of inactives mirror those of a sister screen read the other way
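Assay system: mouse IAP enzyme; reagent: chemiluminescent substrate CDP-Star; dosing: test compounds delivered from DMSO solution; schedule: 30 min at room temperature; measured by: luminescence from enzymatic CDP-Star hydrolysis; controls: DMSO-only wells and no-enzyme negative control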
MPTP inh – mitochondrial permeability transition pore inhibitors, primary screen, biochemical, isolated mouse mitochondria, absorbance | Ca2+ swelling absorbance, 30 min | inhibition, % at 10 µM | 360,000 tested, 1.4% active;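 active = inhibition of 50% or more, scaled per plate between neutral and stimulator controls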;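 also: 0% = DMSO wells given calcium and 100% = 1 mM EGTA wells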
A3G deaminase – APOBEC3G DNA deaminase inhibitors, primary screen, biochemical, fluorescence, single-stranded DNA substrate, uHTS | DNA dC->dU-editing enzyme APOBEC-3G (Homo sapiens), Q9HC16 | recombinant A3G, ssDNA deamination FAM/TAMRA fluorescence | inhibition, % at 20 µM | 330,000 tested, 0.28% active;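 active = inhibition of at least 40% at 20 µM, with no more than 30% in the related APOBEC3A deaminase screen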;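 also: plate controls were DMSO wells with A3G for no effect and wells lacking A3G enzyme for full effect; some compounds called inactive have numbers as strong as hits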
APOBEC3A inh – APOBEC3A ssDNA deaminase inhibitors, primary screen, selectivity assay for APOBEC3G inhibitor project, biochemical, FAM/TAMRA oligo cleavage fluorescence | 330,000 tested, 0.41% active | recombinant A3A, FAM/TAMRA ssDNA deamination fluorescence | inhibition, % at 20 µM | DNA dC->dU-editing enzyme APOBEC-3A (Homo sapiens), P31941;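 active = at least 40% inhibition at 20 µM here, with at most 30% in a related deaminase screen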;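 also: plate controls were A3A with DMSO for no effect and wells lacking A3A enzyme for full effect; some results filed as inactive read as strong as hits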
Target sequence (P31941 whole entry, looked up): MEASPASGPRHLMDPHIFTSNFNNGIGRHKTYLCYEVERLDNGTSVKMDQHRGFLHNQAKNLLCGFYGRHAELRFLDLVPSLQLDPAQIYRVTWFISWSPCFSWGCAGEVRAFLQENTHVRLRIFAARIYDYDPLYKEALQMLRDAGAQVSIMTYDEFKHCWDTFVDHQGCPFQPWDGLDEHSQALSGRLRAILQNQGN
hIAP activ – human IAP activators, primary screen, biochemical, luminescence, uHTS. Intestinal-type alkaline phosphatase (Homo sapiens), P09923. purified human IAP, CDP-Star luminescence, 30 min; stronger effect = higher value; 1 = vehicle-only enzyme, 0 = enzyme-free background. activation factor at 10 µM. 330,000 tested, 0.16% active. AID 2524, 2010;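 active = activation factor of the enzyme at least 2-fold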; also: the source names both 10 and 20 µM as test concentration; values of inactives mirror those of a sister screen read the other way
Target sequence (P09923 whole entry, looked up): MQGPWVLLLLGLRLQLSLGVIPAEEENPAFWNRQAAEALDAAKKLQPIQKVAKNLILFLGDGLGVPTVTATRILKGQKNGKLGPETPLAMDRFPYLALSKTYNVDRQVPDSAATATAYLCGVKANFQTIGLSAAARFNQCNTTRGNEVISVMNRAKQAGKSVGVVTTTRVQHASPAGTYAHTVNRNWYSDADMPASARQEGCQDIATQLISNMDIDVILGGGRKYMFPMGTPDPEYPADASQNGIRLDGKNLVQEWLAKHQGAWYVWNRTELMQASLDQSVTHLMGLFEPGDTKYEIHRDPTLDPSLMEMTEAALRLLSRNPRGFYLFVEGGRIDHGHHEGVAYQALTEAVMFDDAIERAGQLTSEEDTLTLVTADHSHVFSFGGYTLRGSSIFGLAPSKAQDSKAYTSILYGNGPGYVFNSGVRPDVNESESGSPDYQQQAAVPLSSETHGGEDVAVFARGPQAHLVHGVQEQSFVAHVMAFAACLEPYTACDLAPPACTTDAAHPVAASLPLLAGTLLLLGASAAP
beta cell repl – inducers of MIN6 beta-cell proliferation, primary screen, ATP luminescence, uHTS; MIN6 cells proliferation, ATPlite luminescence, 48 h; cells starved in 0.2% serum; 100% = growth in 10% serum; AID 2380, 2010; 330,000 tested, 0.29% active; proliferation, % at 10 µM;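 active = compounds whose signal lies at least 3.5 SD above the mean of all wells on their plate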;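 also: 0% = DMSO-treated cells in low-serum medium and 100% = 10% serum control; some compounds called inactive have numbers as strong as hits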
ATG4B inh – ATG4B protease inhibitors, primary screen, biochemical, fluorescence, uHTS | Cysteine protease ATG4B (Homo sapiens), Q9Y4P1 | AID 504462, 2011 | ATG4B cleavage of LC3-PLA2, NBD-HPC fluorescence, 1 h | inhibition, % at 8.33 µM | 340,000 tested, 0.51% active; in the data active = inhibition above about 40%
hIAP block – human IAP inhibitors, primary screen, biochemical, luminescence, uHTS | inhibition, % at 10 µM | 330,000 tested, 0.12% active | purified IAP, CDP-Star luminescence, 30 min;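 active = inhibition reaching a set limit with compound at 10 µM in the primary screen, cut at about 35% in these data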;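 also: plate controls were DMSO wells with enzyme for no effect and no-enzyme buffer wells for full effect; values of inactives mirror those of a sister screen read the other way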
An asterisk follows results filed as active; . = not tested or not shown.

no.	structure	mIAP block	mIAP activ	MPTP inh	A3G deaminase	APOBEC3A inh
1	CC[C@H]1c2[nH]c3ccccc3c2C[C@@H]2C(=O)N(c3ccc(F)cc3)C(=O)N21	-2	1	0.8	2	1
2	COc1cc(/C=N/Nc2ccc3ccccc3c2)ccc1OC(=O)c1ccco1	13	0.87	0.3	-5	-4
3	CCN(CC(=O)Nc1ccccc1C(F)(F)F)C(=O)CN1C(=O)NC2(CCCC2)C1=O	-2	1	-0.8	-7	2
4	Cc1ccc(N2NC(C)(c3cccs3)NC2=S)cc1 (centres undefined)	10	0.9	0.3	39	-3
5	CCCCCc1c(O)c2ccccc2[nH]c1=O	-17	1.2	0.2	-5	-9
6	Cc1ccc(O)c(C(=O)/C=C/c2ccc3c(c2)OCCCO3)c1	-2	1	2.5	-7	-1
7	CCCn1c(SCC(=O)NCCc2ccc(Cl)cc2Cl)n[nH]c1=O	-16	1.2	-1.0	-5	-5
8	CN(C)S(=O)(=O)c1ccc(Cl)c(NC(=O)CN2C(=O)NC3(CCCC3)C2=O)c1	0	1	0.3	-6	0
9	COc1ccc(CCN2CC34C=CC(O3)C(C(=O)NCc3ccccc3)C4C2=O)cc1OC (centres undefined)	1	0.99	-0.5	1	0
10	Cc1ccc(C2=NCN(c3ccc(C(=O)O)cc3)C(=S)N2)cc1	-1	1	.	-5	-4
11	CN(C)CC[C@@H](c1ccc(Br)cc1)c1ccccn1	2	0.97	-0.9	-3	5
12	Cc1ccc2nc(NC(=O)CSc3nc(=O)n(CCN(C)C)c4c3CCCC4)sc2c1	-3	1	0.0	1	0
13	COc1cccc(CC(=O)OCC(=O)NC(=O)c2ccc(OC(F)F)cc2)c1	6	0.94	-1.5	1	1
14	CC(=O)c1ccc(OCCNS(=O)(=O)c2ccc(-n3cnnn3)c(C)c2)cc1	8	0.92	0.6	-3	0
15	Cc1cc(C)c(OCC(=O)Nc2ccccn2)c([N+](=O)[O-])c1	-2	1	0.7	-6	0

no.	hIAP activ	beta cell repl	ATG4B inh	hIAP block
1	1.1	1	-11	-11
2	0.9	-6	-3	10
3	1.1	1	-4	-10
4	0.78	0	4	22
5	1.1	-3	-9	-10
6	1.1	-7	1	-8
7	0.91	-3	10	9
8	1.1	-1	4	-13
9	1.1	-1	-11	-14
10	0.98	5	.	2
11	1.1	-5	0	-5
12	0.97	-7	-12	3
13	1	-2	-3	-2
14	1	1	-4	-2
15	0.89	0	-3	11

Next section:
no.	structure	mIAP block	mIAP activ	MPTP inh	A3G deaminase	APOBEC3A inh
16	CCOC(=O)c1c(NC(N)=O)nc2n1CCC2	-4	1	0.3	-4	-1
17	COc1ccc(S(=O)(=O)N(CC(=O)NN=C2CCN(C)CC2)c2ccc(C)cc2)cc1OC	10	0.9	-0.8	-7	1
18	Nc1ccc2nc(-c3ccc(N)c(Cl)c3)[nH]c2c1	9	0.91	-5.2	3	11
19	Cc1cccc(NC(=O)c2ccc(NCC3CCCO3)c([N+](=O)[O-])c2)n1 (centres undefined)	8	0.92	-4.4	-2	0
20	CC(/C=N/NC(=O)c1nnn(-c2nonc2N)c1C(C)C)=C\c1ccco1	14	0.86	-1.0	-2	3
21	CC(NC(=O)CSc1nnc(-c2cccnc2)n1N)c1ccccc1 (centres undefined)	0	1	-1.9	2	3
22	CC1=CC(=Nc2c(C)n(C)n(-c3ccccc3)c2=O)C=C(C)C1=O	14	0.86	8.1	3	2
23	CC(/C=N/N1CCN(c2ccccc2)CC1)=C\c1ccccc1	10	0.9	0.4	-7	-1
24	FC(F)(F)c1cc(CCN2CCNC[C@H]2Cc2cccc3ccccc23)cc(C(F)(F)F)c1	3	0.97	-1.7	-1	1
25	Cc1nn(CCCC(=O)Nc2cc(Oc3ccccc3)cc([N+](=O)[O-])c2)c(C)c1[N+](=O)[O-]	10	0.9	37	-7	-2
26	CCC1CCC(NC2CCCCNC2=O)CC1 (centres undefined)	8	0.92	-0.6	-5	-4
27	Cc1ccc(CNC(=O)c2ccc(CN3CCOCC3)cc2)cc1	-5	1.1	0.5	14	34
28	COc1ccc(OCc2cc(C(=O)N3CCN(CC4CC4)CC3)no2)c(Cl)c1	-6	1.1	0.5	-6	-2
29	CCSC1=N/C(=C\c2ccc(-c3ccccc3[N+](=O)[O-])o2)C(=O)S1	21	0.79	0.3	-15	-7
30	COCCC(=O)N1CCC(Oc2ccc(C(=O)NCCC3=CCCCC3)cc2)CC1	-2	1	0.6	-3	-3

no.	hIAP activ	beta cell repl	ATG4B inh	hIAP block
16	0.83	0	0	17
17	1.3	0	2	-25
18	1.2	-5	-9	-17
19	0.74	0	-9	26
20	1.3	-4	-24	-33
21	0.9	0	-2	10
22	0.93	-6	-3	7
23	1	-5	-1	0
24	1.1	-8	3	-6
25	0.93	0	53*	7
26	1	1	19	-4
27	0.89	-1	-15	11
28	1.2	-2	-3	-18
29	1	-4	-8	-3
30	1	3	-2	-2

Sorted by molecular weight (low to high): some entries from above.
no.	structure	mIAP block	mIAP activ	MPTP inh	A3G deaminase	APOBEC3A inh
18	Nc1ccc2nc(-c3ccc(N)c(Cl)c3)[nH]c2c1	9	0.91	-5.2	3	11
23	CC(/C=N/N1CCN(c2ccccc2)CC1)=C\c1ccccc1	10	0.9	0.4	-7	-1
21	CC(NC(=O)CSc1nnc(-c2cccnc2)n1N)c1ccccc1 (centres undefined)	0	1	-1.9	2	3
29	CCSC1=N/C(=C\c2ccc(-c3ccccc3[N+](=O)[O-])o2)C(=O)S1	21	0.79	0.3	-15	-7
24	FC(F)(F)c1cc(CCN2CCNC[C@H]2Cc2cccc3ccccc23)cc(C(F)(F)F)c1	3	0.97	-1.7	-1	1
17	COc1ccc(S(=O)(=O)N(CC(=O)NN=C2CCN(C)CC2)c2ccc(C)cc2)cc1OC	10	0.9	-0.8	-7	1

no.	hIAP activ	beta cell repl	ATG4B inh	hIAP block
18	1.2	-5	-9	-17
23	1	-5	-1	0
21	0.9	0	-2	10
29	1	-4	-8	-3
24	1.1	-8	3	-6
17	1.3	0	2	-25

(more compounds)
no.	structure	mIAP block	mIAP activ	MPTP inh	A3G deaminase	APOBEC3A inh
31	O=c1[nH]n(-c2ccccc2Cl)c(=O)c2ccccc12	10	0.9	-0.6	-7	0
32	Cc1c(NC(=O)OC(C)C)sc(=S)n1C	6	0.94	-1.1	-7	-4
33	CC(C)N(C(=O)Cn1c(-c2ccccc2Cl)nc2ccccc21)c1ccccc1	1	0.99	-4.1	1	7
34	COc1ccc(C(=O)N2CCN(c3ccccc3)CC2)cc1S(=O)(=O)N1CCOCC1	3	0.97	-0.8	-8	-5
35	O=C(NNC(=O)c1c(O)c2ccccc2[nH]c1=O)c1ccccc1	17	0.83	-0.8	-8	-2
36	CC(Oc1ccc(Cl)cc1)C(=O)N(C)CC(=O)Nc1ccc(N2CCOCC2)cc1 (centres undefined)	5	0.95	-0.6	-6	-5
37	CC1CN(C(=O)c2cc3c(=O)n4ccccc4nc3n2C)CC(C)O1 (centres undefined)	-2	1	0.1	-2	-2
38	CCC(C)c1ccc(NC(=S)NCc2ccccn2)cc1 (centres undefined)	-11	1.1	0.5	-1	-7
39	Cn1nc(C(C)(C)C)c(NC(=O)c2ccc(F)cc2)c1C(C)(C)C	-4	1	-0.2	-3	0
40	CC(=O)Cn1ncc(N2CCCCC2)c(Cl)c1=O	4	0.96	-0.2	-1	-3
41	C=CCn1c(SC(CCO)C(=O)NCc2ccco2)nc2sc3c(c2c1=O)CCC3 (centres undefined)	3	0.97	2.2	-6	4
42	COc1cc(/C=N/N=C2/NC(=O)C(Cc3ccccc3)S2)ccc1O (centres undefined)	0	1	-1.4	0	1
43	CC(C)Oc1ccc(C(=O)NNC(=O)c2ccccc2C(=O)O)cc1	1	0.99	9.4	2	2
44	Cc1ccc([N+](=O)[O-])cc1S(=O)(=O)Nc1cccc(S(=O)(=O)Nc2ccccc2C(=O)O)c1	12	0.88	-2.4	-6	-4
45	CC(C)NC[C@H](O)COc1cccc2ccccc12	5	0.95	.	-3	1

no.	hIAP activ	beta cell repl	ATG4B inh	hIAP block
31	0.94	2	-6	6
32	0.92	0	7	8
33	1.1	-2	-5	-9
34	0.99	1	-5	1
35	1.5	-1	-1	-49
36	1.3	-2	7	-26
37	1	0	5	-5
38	1.4	-5	3	-39
39	0.85	4	0	15
40	1	-2	-15	-4
41	1.1	5	-3	-9
42	0.95	0	-1	5
43	1.6	3	4	-62
44	0.98	-3	7	2
45	1.1	4	-2	-5

As entered above.
#37 in A3G deaminase = -2
#34 in beta cell repl = 1

Going on with the list.
no.	structure	mIAP block	mIAP activ	MPTP inh	A3G deaminase	APOBEC3A inh
46	CCOc1cccc2sc(=NC(=O)CCS(=O)(=O)c3ccc(F)cc3)n(C)c12	0	1	1.1	-8	1
47	Cc1ccc(CNC(=O)c2ccc(CS(=O)Cc3cccc(Cl)c3)o2)cc1 (centres undefined)	1	0.99	2.2	-10	-5
48	Cc1ccc(OCn2c(=O)sc3ccccc32)cc1	4	0.95	1.2	-1	2
49	COc1ccc(NC(=O)NC2CCCCCCC2)cc1OC	-18	1.2	-0.3	-3	1
50	Cc1ccc(NC(=O)CC(NC(=O)c2ccccc2Cl)c2ccccc2)nc1 (centres undefined)	-1	1	0.6	-4	-4
51	Brc1nc(-c2ccccc2)nc(-c2ccccc2)c1Br	4	0.96	-0.6	-8	-1
52	COc1ccc(C(CNC(=O)c2ccc(N3CCCC3=O)cc2)N2CCCC2)cc1 (centres undefined)	-6	1.1	-0.1	0	1
53	COc1ccc2[nH]c3c(NCCN4CCCCC4)ncnc3c2c1	-62	1.6	0.0	1	2
54	CC(=O)c1ccc(S(=O)(=O)Nc2ccc(S(=O)(=O)N3CCCCC3)cc2)cc1	1	0.99	-0.7	-8	-5
55	O=C(Nc1ccccn1)c1ccc(C(=O)c2ccccc2)cc1	3	0.97	-0.9	-12	1
56	Cc1ccc(OCCn2ncc3ccccc3c2=O)c(C)c1	4	0.96	0.4	-6	-2
57	CC12CCC(C(=O)NCCN3CCCCC3)(CC1=O)C2(C)C (centres undefined)	-12	1.1	-1.4	19	6

no.	hIAP activ	beta cell repl	ATG4B inh	hIAP block
46	1.3	-7	-11	-30
47	0.92	-3	-4	8
48	0.91	2	1	9
49	1.1	1	0	-10
50	1.1	-3	-1	-6
51	0.94	-4	-14	6
52	1	-1	2	-3
53	0.91	-2	.	9
54	1.1	1	0	-11
55	0.97	-4	2	2
56	0.99	0	5	1
57	0.91	-1	1	10
